Bioassay records: PubChem BioAssay, National Center for Advancing Translational Sciences (NCATS)
Nrf2 activator – qHTS of Nrf2 Activators; hit rate 0.31% among 410,000; Potency, µM (series often up to 46.1 µM), for the others: at the highest dose activation, usual class: activators; AREc32 ARE-luciferase reporter (MCF7-derived line), luminescence, 24 h; AID 624171, 2012; further: % of control where 0% means no effect; nearly all actives have a fitted effect of over 65% in size
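ARE-driven firefly luciferase activity in AREc32 cells measured after a 24 hr compound exposure at 37 deg C, using Steady-Glo reagent and a 30 min room-temperature hold.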
EPAC2 antagonist – qHTS for Antagonist of cAMP-regulated guanine nucleotide exchange factor 2 (EPAC2): primary screen | hit rate 0.18% among 360,000 | AID 720708, 2013 | Potency, µM (series often up to 114 µM), without a hit: top-dose activity, negative = inhibition, most hits filed as inhibitors | EPAC2 GEF exchange of Rap1B-BODIPY-GDP, fluorescence; further: on the % scale 0 is the no-effect control and ±100 the full control effect; nearly all actives have a fitted effect of over 45% in size; many of its hits are not listed in these tables
Target sequence (Q8WZA2 whole entry, looked up): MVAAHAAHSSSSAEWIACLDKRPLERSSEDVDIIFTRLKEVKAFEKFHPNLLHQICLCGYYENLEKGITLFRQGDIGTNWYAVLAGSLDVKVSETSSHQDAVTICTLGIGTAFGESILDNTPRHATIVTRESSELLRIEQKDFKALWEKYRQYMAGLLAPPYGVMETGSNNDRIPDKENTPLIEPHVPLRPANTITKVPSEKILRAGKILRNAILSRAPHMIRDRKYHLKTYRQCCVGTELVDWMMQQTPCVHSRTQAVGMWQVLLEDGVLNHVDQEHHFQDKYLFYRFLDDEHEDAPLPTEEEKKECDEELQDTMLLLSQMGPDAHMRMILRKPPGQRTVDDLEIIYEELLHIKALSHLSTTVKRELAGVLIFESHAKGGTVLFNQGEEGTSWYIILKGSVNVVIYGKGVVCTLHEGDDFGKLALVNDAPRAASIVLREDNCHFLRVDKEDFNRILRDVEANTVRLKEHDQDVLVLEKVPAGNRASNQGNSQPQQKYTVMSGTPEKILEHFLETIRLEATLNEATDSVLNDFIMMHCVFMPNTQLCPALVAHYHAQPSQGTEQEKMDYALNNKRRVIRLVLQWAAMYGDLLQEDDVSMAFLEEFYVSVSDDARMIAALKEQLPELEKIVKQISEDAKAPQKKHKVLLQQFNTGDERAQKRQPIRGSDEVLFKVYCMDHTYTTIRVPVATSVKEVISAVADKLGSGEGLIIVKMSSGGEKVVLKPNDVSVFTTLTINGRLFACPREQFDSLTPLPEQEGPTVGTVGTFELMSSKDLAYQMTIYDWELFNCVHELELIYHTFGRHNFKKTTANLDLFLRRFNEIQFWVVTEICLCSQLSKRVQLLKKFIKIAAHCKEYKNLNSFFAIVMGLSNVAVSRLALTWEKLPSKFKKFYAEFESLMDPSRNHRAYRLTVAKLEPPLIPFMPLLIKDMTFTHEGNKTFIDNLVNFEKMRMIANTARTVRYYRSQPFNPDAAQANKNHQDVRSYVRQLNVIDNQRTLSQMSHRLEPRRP
HepG2 tox – qHTS for Inhibitors of TGF-b: Cytotox Counterscreen; HepG2 CAGA-GFP viability, ATP luminescence, 18 h; Potency, µM (series often up to 46.1 µM), for inactives: top-dose activity change, negative = cytotoxicity, actives largely listed as cytotoxic; hit rate 0.76% among 410,000; AID 588856, 2011; further: some results filed as inactive show a strong effect at the top dose
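HepG2 CAGA-GFP cells (1000/well, DMEM with 1% FBS) received compound, then TGF-beta at 500 pg/mL final, and were incubated 18 hours at 37 degrees C. Viability was read by CellTiter-Glo luminescence. Media-only wells were set as complete cell-killing and DMSO as no toxicity.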
MCF10A rerep – A quantitative high throughput screen for small molecules that induce DNA re-replication in MCF 10a normal breast cells. hit rate 2.9% among 350,000. MCF 10A DNA re-replication, Hoechst nuclear intensity, 48 h. Potency, µM (doses to about 46.1 µM), for inactives: top-dose activity, positive = re-replication, actives largely listed as activators; further: % of control where 0% means no effect; nearly all actives have a fitted effect of over 50% in size
S2 tox – Viability Counterscreen for Primary qHTS for Inhibitors of ATXN expression. S2 cells (HEK-293 line with an ATXN2-luciferase reporter) viability, CellTiter-Fluor protease fluorescence, 24 h. Potency, µM (highest dose often 56.7 µM), hits mostly cytotoxic. hit rate 0.49% among 400,000; further: nearly all actives have a fitted effect of over 40% in size
Nrf2 block – Nrf2 qHTS screen for inhibitors. AID 504444, 2011. A549 ARE-Fluc reporter, luciferase luminescence, 18-24 h. Potency, µM (highest dose often 46 µM), inactives show at the highest dose activity change, negative = inhibition, most hits filed as inhibitors. hit rate 2.1% among 360,000; further: on the % scale 0 is the no-effect control and ±100 the full control effect; nearly all actives have a fitted effect of over 60% in size
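Two sequential reads on A549 ARE_Fluc cells exposed to compound for 18-24 h: a CellTiter-Fluor fluorescence read for viability, then a luciferase luminescence read for Nrf2/ARE activity.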
TGFb inhibitor – qHTS for Inhibitors of TGF-b | Potency, µM (doses to about 46.1 µM), inactives show top-dose activity, negative = inhibition, hits mostly inhibitors | AID 588855, 2011 | hit rate 1.2% among 410,000 | HepG2 CAGA-GFP TGF-b/SMAD3 reporter, GFP fluorescence, 18 h; TGF-beta stimulated, 500 pg/mL final; further: on the % scale 0 is the no-effect control and ±100 the full control effect; nearly all actives have a fitted effect of over 65% in size
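GFP signal (ex488/em500-530) from TGF-beta-stimulated HEPG2 CAGA-GFP cells, 500 pg/mL final, 18 h at 37 degrees C in DMEM plus 1% FBS, normalized to unstimulated and DMSO-stimulated controls.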
A549 viability – Nrf2 qHTS screen for inhibitors: counterscreen for cytotoxicity | Potency, µM (highest dose often 46 µM), without a hit: at the top dose activity change, negative = cytotoxicity, most hits filed as inhibitors | hit rate 0.16% among 390,000 | AID 504648, 2011 | A549 ARE-Fluc cells, CellTiter-Fluor viability, 18-24 h; further: on the % scale 0 is the no-effect control and ±100 the full control effect
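A549 ARE-Fluc cells in 5% FBS OPTI-MEM, 5000 cells/well, rested 2 h then exposed to compounds in concentration-response for 18-24 h at 37 °C. Viability by CellTiter-Fluor fluorescence (Ex 405/Em 525) after 30 min; luciferase luminescence (BugLite, 15 min, RT) read afterwards.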
ATXN2 expr inh – Primary qHTS for Inhibitors of ATXN expression. HEK-293 ATXN2-luciferase reporter, luminescence, 24 h. Potency, µM (doses to about 57 µM), for inactives: at the top dose activity change, negative = inhibition, most hits filed as inhibitors. hit rate 0.72% among 360,000. AID 1745845, 2022; further: on the % scale 0 is the no-effect control and ±100 the full control effect; nearly all actives have a fitted effect of over 55% in size
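qHTS (up to 57 uM final) was run with 24 h compound exposure of reporter cells at 37 °C. Each well was multiplexed: SteadyGlo luminescence measured ATXN2-luciferase expression after a fluorogenic Gly-Phe-AFC viability readout (25 uM final).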
* = called active by the depositor; i = inactive; u = inconclusive; x = not tested or not shown; & = joins results of further samples; [ ] = remark or other dose. The call rests on the fitted dose curve; in most records, active means well fitted curve in the direction sought with a large enough effect; inconclusive means small, poorly fitted or top-dose-only effect, or another doubt; inactive means no such curve, though single readings can be large; an effect the other way counts as inactive or inconclusive. Potency means the concentration at half of the fitted maximal effect. The list is partial; rates above refer to the full screens.

1. COc1ccc(CN(CCN(C)C)Cc2ccccc2)c(OC)c1
2. Cc1cc(NC(=O)c2ccc3nc(C)sc3c2)no1
3. CC(Sc1nc(N2CCCCC2)c2c(c1C#N)CCCC2)C(=O)O (configuration not stated)
4. COc1cc(-c2cc(OC)c3c(C)oc(C)c3c(=O)c2)ccc1OC(=O)c1ccc(C)cc1
5. Cc1ccc(CN2CCC(C)(Oc3cccc(Cl)c3)C2)cc1 (configuration not stated)
6. COc1cccc(OCC(=O)NCCS(=O)(=O)N2CCN(c3ccccc3)CC2)c1
7. COc1ccccc1N(CC(=O)NC(C)C)S(=O)(=O)c1cccs1
8. COc1ccc(-c2nc(C)c(CCNC(=O)C(=O)Nc3ccccc3OC)s2)cc1
Compound	1	2	3	4	5	6	7	8
Nrf2 activator	0.1%	0.3%	-0.9%	20%	-0.2%	-0.9%	-0.5%[9.22 µM]	-1.2%
EPAC2 antagonist	14%	-8%	-5%	x	-11%	0%	8%	x
HepG2 tox	-30%	-33%	-1%	-17%	-11%	-2%	-14%	-5%
MCF10A rerep	12%	2%	13%	x	x	x	-1%	x
S2 tox	i	i	i	x	i	i	i	i
Nrf2 block	1%	u	u	-21%	x	x	0%	x
TGFb inhibitor	-26%	u	22%	0%	-9%	9%	-6%	2%
A549 viability	x	2%	-9%	-5%	x	x	-4%	1%
ATXN2 expr inh	-20%	24%	-9%	x	-26%	x	-6%	-4%

9. CN(Cc1ccccc1)C(=O)c1[nH]cnc1C(=O)NCc1ccccc1
10. O=C(O)c1ccc(NC(=O)c2cccc(NC(=O)c3cccs3)c2)cc1
11. CC(=O)Nc1ccc(S(=O)(=O)N2CCN(S(=O)(=O)N3CCOCC3)CC2)cc1
12. CCOC(=O)c1c(N2C(=O)CC(Sc3ccccc3C(=O)O)C2=O)sc2c1CCCC2 (configuration not stated)
13. CC1CCCC(C(=O)O)N1C(=O)CCS (configuration not stated)
14. CC1=C(C(=O)NC2CCCc3c2cnn3-c2cc(F)cc(F)c2)OCCO1 (configuration not stated)
15. Cc1ccccc1-n1c(O)c(C=NC2CCS(=O)(=O)C2)c2ccccc2c1=O (configuration not stated)
16. CCC1CCCCN1CCCNC(=O)c1cc2c(=O)[nH]c3ccccc3c2n1C (configuration not stated)
Compound	9	10	11	12	13	14	15	16
Nrf2 activator	2.9%	-0.2%	0.8%	5.6%	-0.1%	0.1%	-0.3%	-0.3%
EPAC2 antagonist	0%	0%	-8%	-7%	0%	8%	-4%	-4%
HepG2 tox	5%	2%	0%	-22%	-17%	-13%	20%	-22%
MCF10A rerep	u	17%	1%	u	1%	-3%	22%	1%
S2 tox	i	u	i	i	i	i	u	u
Nrf2 block	-10%	1%	-6%	-3%	7%	-11%	-12%	1%
TGFb inhibitor	7%	7%	-11%	-12%	-8%	12%	0%	2%
A549 viability	0%	1%	1%	-1%	4%	-3%	-2%	-8%
ATXN2 expr inh	8%	-2%	37%	3%	-1%	-6%	-6%	4%

17. O=C(Nc1ccc2c(c1)CCC2)c1cccs1
18. O=C(c1ccc2c(c1)[nH]c(=S)n1c3ccccc3nc21)N1CCN(c2cccc(Cl)c2)CC1
19. CC1(C)CC(=O)C2=C(C1)N(c1ccc(F)cc1)C(=O)CC2c1ccsc1 (configuration not stated)
20. O=C(Nc1ccc2c(c1)OCO2)c1cc(-c2ccc(O)cc2)on1
21. COc1ccc(NC(=O)CN2CCCC2)cc1
22. CN(CCOC(=O)C1c2ccccc2Oc2ccccc21)C(C)(C)C
23. COc1ccc2[nH]cc(C(=O)CN3CCCC(C)(C)C3)c2c1
24. CC=CCn1c(SCc2ccccc2)nc2c1c(=O)[nH]c(=O)n2C
Compound	17	18	19	20	21	22	23	24
Nrf2 activator	u	-0.1%	3.3%	4.7%	-0.5%	0.4%	-0.4%	0.7%
EPAC2 antagonist	-6%	3%	7%	10%	-1%	3%	12%	5%
HepG2 tox	-13%	-18%	6%	-21%	-19%	6%	-2%	-9%
MCF10A rerep	0%	u	-1%	10µM*	-1%	-1%	26%	x
S2 tox	i	i	i	i	i	i	i	i
Nrf2 block	u	u	-10%	u	11%	0%	1%	x
TGFb inhibitor	u	-18%	-1%	1%	7%	7%	3%	-4%
A549 viability	1%	-11%	-1%	-5%	1%	-6%	0%	x
ATXN2 expr inh	58%[activator]	u	-6%	11%	1%	-3%	9%	-6%

Record cards (already shown). Order of screens: Nrf2 activator	EPAC2 antagonist	HepG2 tox	MCF10A rerep	S2 tox	Nrf2 block	TGFb inhibitor	A549 viability	ATXN2 expr inh
COc1ccc2[nH]cc(C(=O)CN3CCCC(C)(C)C3)c2c1 in the list: -0.4%	12%	-2%	26%	i	1%	3%	0%	9%
O=C(Nc1ccc2c(c1)OCO2)c1cc(-c2ccc(O)cc2)on1 in the list: 4.7%	10%	-21%	10µM*	i	u	1%	-5%	11%
O=C(Nc1ccc2c(c1)CCC2)c1cccs1 in the list: u	-6%	-13%	0%	i	u	u	1%	58%[activator]
CC1(C)CC(=O)C2=C(C1)N(c1ccc(F)cc1)C(=O)CC2c1ccsc1 (configuration not stated) in the list: 3.3%	7%	6%	-1%	i	-10%	-1%	-1%	-6%

Next part
25. CC(C)=CCCC1=CCC2C(=O)NNC(=O)C2C1 (configuration not stated)
26. CC1(C)C(=O)C2(CCCCC2)C(=O)OC1c1cccs1 (configuration not stated)
27. CC(NC(=O)CN1C(=O)NC(C)(c2cccc3ccccc23)C1=O)c1ccccc1 (configuration not stated)
28. CCCCNc1c(C(=O)OCC)c(C)nc2c1cnn2CC
29. CCOc1ncccc1C(=O)OC(C)C(=O)NC1CCCCC1 (configuration not stated)
30. OC1(c2cccc(C(F)(F)F)c2)CCNCC1
31. Cc1ccc(OCc2nc(-c3ccc(C(=O)NCc4ccc(OC(C)C)cc4)cc3)oc2C)cc1
32. COc1ccccc1NC(=S)NNC(=O)c1c(Cl)c(C)nn1C
Compound	25	26	27	28	29	30	31	32
Nrf2 activator	0.4%	-0.9%	-0.9%	4.8%	0.2%	0.2%	-1.3%	2.6%
EPAC2 antagonist	-2%	10%	3%	-1%	1%	2%	x	-1%
HepG2 tox	13%	-14%	0%	-18%	6%	3%	2%	-10%
MCF10A rerep	-4%	1%	2%	u	4%	8%	x	2%
S2 tox	i	i	i	i	i	i	i	i
Nrf2 block	-12%	4%	15%	-13%	5%	9%	28%	-2%
TGFb inhibitor	16%	-22%	11%	0%	4%	10%	-9%	-1%
A549 viability	-8%	8%	5%	-2%	-3%	-2%	10%	2%
ATXN2 expr inh	2%	1%	-14%	-31%&4%	2%	-6%	-3%	-4%

33. COc1ccc(C(=O)O)cc1S(=O)(=O)NCCN(C)C
34. O=C1CCN(C(=S)NCc2ccccc2)CC1
35. CCN(CC)CCNC(=O)CNC(=O)c1nn(-c2ccc(OC)cc2)c(=O)c2ccccc12
36. CN(C)S(=O)(=O)c1cccc(-c2cn3cc(Cl)ccc3n2)c1
37. COc1ccc(C(C(=O)NCCC(C)C)N(CCO)C(=O)c2snc(C(N)=O)c2N)cc1 (configuration not stated)
38. COC(=O)c1ccc(C(=O)OC)c(NC(=O)CN(C)Cc2ccc(Cl)c(Cl)c2)c1
39. Cc1onc(-c2ccccc2)c1-c1nc2cc(Cl)ccc2c(=O)o1
40. Cc1ccc(NC(=O)Cn2c(O)c(N=NC(N)=S)c3ccccc32)cc1
Compound	33	34	35	36	37	38	39	40
Nrf2 activator	0.1%	0.2%	-1.6%	4.0%	0.5%	-0.3%	2.9%	3.4%
EPAC2 antagonist	4%	5%	3%	-9%	3%	-1%	0%	1%
HepG2 tox	21%	1%	-7%	-19%	-16%	-1%	9%	-44%
MCF10A rerep	-4%	-21%	2%	-5%	26%	3%	26%	u
S2 tox	i	i	i	i	i	i	i	u
Nrf2 block	u	1%	9%	x	-28%	8%	10%	-18%
TGFb inhibitor	-2%	5%	-3%	-13%	-6%	-22%	9%	u
A549 viability	-3%	1%	0%	3%	-15%	1%	6%	u
ATXN2 expr inh	1%	0%	-5%	44%[activator]	0%	-1%	3%	-33%

41. CC[C@@H](C)[C@@H]1CN([C@@H](CN2CCC[C@H]2CN2C(N)=NC[C@H]2CC(C)C)C(C)C)C(=N)N1CCCC1CCCC1
42. Cc1ccc(C(=O)NC(=S)NCCN2CCOCC2)cc1
43. O=C(O)/C=C/C(=O)N1CCN(S(=O)(=O)c2cc(C(F)(F)F)ccc2Cl)CC1
44. CC(C)C(=O)Nc1cccc(NC(=S)NC(=O)c2ccc3c(c2)OCO3)c1
45. O=C(CCCc1nc(-c2ccccc2Cl)no1)N1CCOCC1
46. COc1ccc(C(=O)OCN2C(=O)c3ccccc3C2=O)cc1
47. C=CCNC(=O)CN1C(=O)CSc2ccc(S(=O)(=O)N3CCOCC3)cc21
48. NC(=O)CC(NC(=O)Cc1cccc2ccccc12)c1ccc(NCCCN2CCCC2=O)c([N+](=O)[O-])c1 (configuration not stated)
49. Cc1ccc(NC(=S)Nc2cccc(-c3n[nH]c(=S)o3)c2)cc1
Compound	41	42	43	44	45	46	47	48	49
Nrf2 activator	0.4%	3.5%	-0.3%	4.2%	0.2%	-0.4%	-0.2%	0.2%	-0.5%
EPAC2 antagonist	7%	6%	-3%	16%	19%	5%	-9%	-16%	-6%
HepG2 tox	-14%	-6%	-10%	0%	25%	11%	-1%	15%	-3%
MCF10A rerep	5%	11%	6%	-32%[inhibitor]	0%	-15%	x	-6%	0%
S2 tox	i	i	i	i	i	i	i	i	i
Nrf2 block	0%	3%	1%	u	8%	-3%	x	11%	u
TGFb inhibitor	-4%	-13%	-10%	-1%	15%	-10%	-4%	18%	13%
A549 viability	3%	9%	5%	-8%	1%	-5%	x	-1%	3%
ATXN2 expr inh	6%	29%	4%	21%	x	-11%[11.3 µM]	x	-2%	27%
